# High-throughput results: PubChem, Broad Institute
# ARNT-TACC3 inh – ARNT/TACC3 interaction disruption; Q9Y6A5; AlphaScreen His-ARNT PAS-B/GST-TACC3 binding, luminescence; TACC3 fragment carries E629A point mutation; inhibition, % at 9.99 µM; 0.66% of 390,000 active; AID 623870;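 active = mean inhibition of replicates at least 50% and at least half of replicates each reaching 50%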;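 note: 0% = complete ARNT plus TACC3 wells and 100% = ARNT alone without TACC3; many hits fall short of the cut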
# PglD DTNB – PglD (C. jejuni) enzyme inhibition; inhibition, % at 12.5 µM; 0.098% of 360,000 active; AID 602405; purified PglD enzyme, DTNB colorimetric CoA detection; in the data active = inhibition above about 16%, passing the limit was not always enough; note: strong numbers were not always called active
# esBAF inh – blocks esBAF chromatin remodeling in mouse ES cells. reporter increase, % at 12.5 µM. Bmi1-luciferase knock-in reporter, 24 h; 100% = twice the neutral-well signal. 2% of 350,000 active; in the data active = activation above about 40%;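 note: 0% = median of the plate's neutral control wells and 100% = double that signal; a rise in the Bmi1 reporter signal indicates esBAF inhibition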
# RAD54 inh – inhibitors of human RAD54 branch migration; Q92698; RAD54 Holliday junction branch migration, FAM/BHQ fluorescence; inhibition, % at 10.4 µM; 0.14% of 360,000 active;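 active = mean normalized replicate activity at least 40 and at least half of replicates scoring 40 or more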;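 note: 0% = median of neutral control wells and 100% = median of positive control wells; inhibitors cause a drop in the FAM fluorescence signal; in these data hits start at about 50%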
# CASP6 VEID inh – inhibitors of human caspase-6 | inhibition, % at 12.5 µM | 0.53% of 350,000 active | purified caspase-6, Z-VEID-R110 cleavage fluorescence | P55212;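 active = mean inhibition across replicates at least about 35%, with every replicate also reaching that limit, limit read from the data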;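 note: 0% = median of neutral control wells and 100% = no fluorescence left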
# E-selectin induc – E-selectin induction on HUVECs; activation, % at 7.58 µM; HUVEC E-selectin immunofluorescence imaging; normalized: neutral wells 0, TNF-alpha wells 100; 0.37% of 260,000 active; AID 686992;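 active = mean E-selectin-positive cell signal at least 10% of the positive control, reached in at least 60% of replicates, without over 20% cell loss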;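 note: in these data hits start at about 27%; measured in HUVEC primary endothelial cells; signal is the percent of cells scored E-selectin positive by PE staining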
# Target sequence (P16581 whole entry, looked up): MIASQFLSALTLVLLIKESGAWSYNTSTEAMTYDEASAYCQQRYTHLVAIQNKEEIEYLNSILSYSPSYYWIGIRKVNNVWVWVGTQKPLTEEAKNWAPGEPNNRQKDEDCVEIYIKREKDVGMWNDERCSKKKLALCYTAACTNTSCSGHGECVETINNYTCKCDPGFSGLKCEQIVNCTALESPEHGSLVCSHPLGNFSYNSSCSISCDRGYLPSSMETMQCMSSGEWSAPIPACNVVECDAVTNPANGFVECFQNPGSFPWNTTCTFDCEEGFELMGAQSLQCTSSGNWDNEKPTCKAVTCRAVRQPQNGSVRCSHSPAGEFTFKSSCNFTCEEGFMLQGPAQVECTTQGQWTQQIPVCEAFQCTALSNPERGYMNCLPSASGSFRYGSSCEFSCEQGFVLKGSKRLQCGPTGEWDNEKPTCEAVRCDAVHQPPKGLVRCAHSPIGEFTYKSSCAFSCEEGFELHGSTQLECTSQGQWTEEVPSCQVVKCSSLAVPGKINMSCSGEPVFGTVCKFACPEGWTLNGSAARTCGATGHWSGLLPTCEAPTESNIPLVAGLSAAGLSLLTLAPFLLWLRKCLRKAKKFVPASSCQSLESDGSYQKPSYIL
#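 Assay system: HUVEC primary endothelial cells. Input: 3,000 HUVEC seeded per well. Doses: one compound dose added by pin transfer. Read-out basis: % PE-positive cells. Benchmarks: TNF-alpha high, DMSO low. Detection: immunofluorescence imaging. Buffer or medium: EGM-2, gelatin.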
# ERp5 block – ERp5 (human) disulfide isomerase inhibition; ERp5 insulin aggregation, absorbance 650 nm, 90 min; inhibition, % at 9.99 µM; 0.05% of 350,000 active; AID 651711;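 active = mean replicate inhibition above about 25%, with every replicate also reaching it, limit read from the data, passing the limit was not always enough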
# RAD52 inh – inhibitors of human RAD52 DNA annealing. P43351. recombinant RAD52 DNA annealing, FRET fluorescence. inhibition, % at 18.7 µM. 0.46% of 360,000 active. AID 651710;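 active = every replicate showing at least 50% inhibition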
# Target sequence (P43351 whole entry, looked up): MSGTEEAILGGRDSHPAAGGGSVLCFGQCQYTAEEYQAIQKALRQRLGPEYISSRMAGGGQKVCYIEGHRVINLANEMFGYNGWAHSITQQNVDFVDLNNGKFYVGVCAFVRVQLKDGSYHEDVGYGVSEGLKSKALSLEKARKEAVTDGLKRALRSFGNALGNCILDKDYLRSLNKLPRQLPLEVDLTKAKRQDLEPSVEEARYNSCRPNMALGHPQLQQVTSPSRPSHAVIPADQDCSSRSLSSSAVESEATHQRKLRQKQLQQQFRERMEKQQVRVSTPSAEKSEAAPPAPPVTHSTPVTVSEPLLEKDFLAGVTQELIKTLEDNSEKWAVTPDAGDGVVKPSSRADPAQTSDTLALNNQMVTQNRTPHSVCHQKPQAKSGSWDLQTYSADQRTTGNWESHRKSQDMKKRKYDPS
# The depositor's hits bear a star; . = no result given.
(1) C[C@@H]1CCCCO[C@@H](CN(C)C(=O)Nc2ccccc2)[C@H](C)CN([C@H](C)CO)C(=O)c2cc(NC(=O)Nc3ccc(F)cc3)ccc2O1
(2) CN(C)c1ccc(C(=O)OCC(=O)N2CCOCC2)cc1
(3) CN(CC(=O)Nc1ccc(F)c(F)c1F)C(=O)CN1C(=O)NC2(CCCC2)C1=O
(4) COc1cccc(Nc2nc(-c3ccccc3O)nc3ccccc23)c1
(5) C[C@@H]1CCCCO[C@H](CN(C)Cc2ccc(Cl)c(Cl)c2)[C@@H](C)CN([C@H](C)CO)C(=O)c2cc(NS(=O)(=O)c3ccc(Cl)cc3)ccc2O1
(6) COc1ccc(-c2cc(C(F)(F)F)c(C#N)c(=O)[nH]2)cc1
screen / no. | 1 | 2 | 3 | 4 | 5 | 6
PglD DTNB | 4 | . | 1 | 5 | -3 | 1
esBAF inh | 2 | . | 1 | 1 | 0 | .
RAD54 inh | 3 | . | 7 | -13 | 6 | 6
E-selectin induc | 0.1 | 2.8 | 0.3 | . | . | -2.5
ERp5 block | -1 | -3 | 1 | -2 | -1 | 0
ARNT-TACC3 inh | -1 | -7 | -2 | 1 | 4 | 14
CASP6 VEID inh | 1 | 0 | -2 | -7 | -2 | -1
RAD52 inh | -2 | -16 | -4 | -49 | 5 | -9

(7) Cc1cccc(C(=O)OCC(=O)N(C)c2ccccc2)c1C
(8) NC(=O)c1cccnc1Nc1cccc([N+](=O)[O-])c1
(9) Cc1ncc(CO)c2c1Oc1nc(-c3ccccc3F)nc(SCC(=O)N(C)c3ccccc3)c1C2
(10) C[C@@H](O)C#Cc1ccc([C@H]2[C@H]3CN(C(=O)Nc4ccccc4)CCCCN3[C@H]2CO)cc1
(11) CC[C@]1(c2ccccc2)C(=O)N(C(=O)OC)N1C(=O)OC
(12) CCOc1ccccc1N1CCN(C(=O)c2ccccc2SCC(=O)N2CCCC2)CC1
screen / no. | 7 | 8 | 9 | 10 | 11 | 12
PglD DTNB | 2 | . | -5 | -1 | 0 | 1
esBAF inh | 4 | . | 11 | 0 | 1 | .
RAD54 inh | 2 | . | 5 | 17 | -5 | -9
E-selectin induc | 0.0 | -1.2 | . | 0.4 | -0.2 | 0.0
ERp5 block | 0 | 1 | . | -5 | 0 | 5
ARNT-TACC3 inh | -6 | 5 | -3 | -9 | 38 | -57
CASP6 VEID inh | -2 | -7 | . | 5 | -5 | 0
RAD52 inh | -3 | -23 | . | -76 | 13 | -9

# Some of the entries so far, tab-delimited:
cpd	SMILES	PglD DTNB	esBAF inh	RAD54 inh	E-selectin induc	ERp5 block	ARNT-TACC3 inh	CASP6 VEID inh	RAD52 inh
7	Cc1cccc(C(=O)OCC(=O)N(C)c2ccccc2)c1C	2	4	2	0.0	0	-6	-2	-3
8	NC(=O)c1cccnc1Nc1cccc([N+](=O)[O-])c1	.	.	.	-1.2	1	5	-7	-23
9	Cc1ncc(CO)c2c1Oc1nc(-c3ccccc3F)nc(SCC(=O)N(C)c3ccccc3)c1C2	-5	11	5	.	.	-3	.	.
10	C[C@@H](O)C#Cc1ccc([C@H]2[C@H]3CN(C(=O)Nc4ccccc4)CCCCN3[C@H]2CO)cc1	-1	0	17	0.4	-5	-9	5	-76
11	CC[C@]1(c2ccccc2)C(=O)N(C(=O)OC)N1C(=O)OC	0	1	-5	-0.2	0	38	-5	13
12	CCOc1ccccc1N1CCN(C(=O)c2ccccc2SCC(=O)N2CCCC2)CC1	1	.	-9	0.0	5	-57	0	-9

# Additional records:
(13) Cc1ccc(-n2nc3c(=O)n(C(C)C(=O)NCCCc4ccccc4)nc(C)c3c2C)cc1 (centres undefined)
(14) COc1cc(/C=C2\SC(=S)N(CCC(=O)Nc3ccccc3)C2=O)cc(OC)c1OC
(15) CCOC(=O)C1C(c2ccccc2)NC(=S)NC1(C)O (centres undefined)
(16) O=C1ON=C(c2ccccc2)/C1=C/c1ccc(O)cc1
(17) COc1cc(C(C)=O)ccc1OC(C)C(=O)Nc1ccc(S(=O)(=O)N2CCCC2)cc1 (centres undefined)
(18) O=C(CC1CC1)N1[C@H](CO)[C@@H]2c3ccccc3N(S(=O)(=O)c3ccccc3)C[C@@H]21
screen / no. | 13 | 14 | 15 | 16 | 17 | 18
PglD DTNB | 1 | . | . | 8 | -1 | -1
esBAF inh | 5 | . | . | -2 | 1 | 0
RAD54 inh | -9 | . | . | -22 | -3 | 10
E-selectin induc | . | . | 8.5 | . | 0.0 | 1.5
ERp5 block | -5 | 8 | 4 | 2 | 5 | 7
ARNT-TACC3 inh | 14 | 1 | 0 | -17 | -4 | -6
CASP6 VEID inh | 11 | -2 | -1 | 8 | 3 | 1
RAD52 inh | -17 | -86 | -6 | -15 | -7 | -3

(19) C[C@@H]1CN([C@@H](C)CO)C(=O)Cc2cc(NC(=O)C3CC3)ccc2O[C@H]1CN(C)C(=O)Nc1ccc(C(F)(F)F)cc1
(20) C[C@H](CO)N1C[C@H](C)[C@@H](CN(C)Cc2ccc3c(c2)OCO3)OCCCC[C@H](C)Oc2ccc(NC(=O)c3ccccc3)cc2C1=O
(21) CCOc1cc(N2CCOCC2)c(OCC)cc1NC(=O)COC(=O)c1c(CC)noc1C
(22) COCCCn1nnnc1SCC(=O)N1c2ccccc2CC1C (centres undefined)
(23) CCOC(=O)CC1C(=O)NCCN1S(=O)(=O)c1ccc(NC(C)=O)cc1 (centres undefined)
(24) c1ccc(-c2nc3ccccn3c2-c2ccccc2)cc1
screen / no. | 19 | 20 | 21 | 22 | 23 | 24
PglD DTNB | -2 | 2 | -8 | . | 4 | .
esBAF inh | 1 | -3 | 1 | . | -3 | .
RAD54 inh | 0 | 0 | 2 | . | 1 | .
E-selectin induc | -0.4 | -0.5 | -0.5 | . | -0.2 | -0.1
ERp5 block | 1 | 6 | -6 | 4 | 2 | -4
ARNT-TACC3 inh | 8 | -3 | 9 | -2 | -11 | -13
CASP6 VEID inh | -1 | 0 | 0 | 0 | 1 | 2
RAD52 inh | 5 | 4 | -13 | -11 | -2 | -5

(25) COCC(=O)Nc1ccc2c(c1)[C@H]1C[C@@H](CC(=O)NCc3ccccc3F)O[C@@H](CO)[C@H]1O2
(26) CCN(CC)S(=O)(=O)c1ccc(N2CCOCC2)c(NC(=O)c2ccc(C#N)cc2)c1
(27) C[C@H](CO)N1C[C@H](C)[C@H](CN(C)S(=O)(=O)c2ccc(F)cc2)Oc2c(NS(=O)(=O)c3ccc(F)cc3)cccc2C1=O
(28) CC(C)NC(=O)N(C)C[C@@H]1OCc2ccccc2-c2ccccc2C(=O)N([C@H](C)CO)C[C@H]1C
(29) C/C(=N\NC(=O)c1nn(C)c(C)c1Br)c1ccc(NC(=O)c2ccccc2F)cc1
(30) CCNC(=O)[C@@H]1[C@@H](CO)[C@@H]2Cn3c(ccc(-c4cccc(F)c4)c3=O)[C@H]1N2C(=O)c1cnccn1
screen / no. | 25 | 26 | 27 | 28 | 29 | 30
PglD DTNB | 1 | . | 6 | 3 | 6 | 4
esBAF inh | -6 | . | 0 | -2 | . | -3
RAD54 inh | -3 | . | -2 | 1 | 2 | -8
E-selectin induc | -0.2 | . | 0.4 | -0.3 | . | -0.2
ERp5 block | 2 | -5 | -9 | 0 | -3 | -7
ARNT-TACC3 inh | -6 | 24 | 6 | -7 | -10 | -17
CASP6 VEID inh | 2 | 6 | -5 | -2 | 5 | -2
RAD52 inh | -6 | -13 | -14 | -9 | -10 | -4

(31) CN1CCC(=NNC(=O)c2ccc(N(Cc3ccc(Cl)cc3)S(C)(=O)=O)cc2)CC1
(32) CN(C)C(=O)[C@H]1[C@H](CO)[C@H]2Cn3c(ccc(-c4ccccc4)c3=O)[C@@H]1N2CCc1ccccc1
(33) Cc1nn(CCCC(=O)Nc2sc3c(c2C#N)CCC3)c(C)c1[N+](=O)[O-]
(34) O=C(O)c1cc(=O)cc(C(=O)O)[nH]1
(35) Nc1ccn(C2CCCCO2)c(=O)n1 (centres undefined)
(36) COCC(=O)Nc1ccc2c(c1)C(=O)N(C)C[C@H](OC)[C@H](C)CN(CCc1ccccc1)[C@@H](C)CO2
screen / no. | 31 | 32 | 33 | 34 | 35 | 36
PglD DTNB | 1 | 0 | 8 | -2 | 2 | 5
esBAF inh | . | -2 | -4 | -5 | -3 | -1
RAD54 inh | 3 | -6 | -9 | 1 | 3 | -5
E-selectin induc | -0.7 | -0.3 | . | . | 0.2 | -0.1
ERp5 block | . | 10 | . | . | 12 | -5
ARNT-TACC3 inh | 0 | 1 | 8 | 31 | -13 | 3
CASP6 VEID inh | . | 3 | . | . | 2 | 0
RAD52 inh | . | 4 | . | . | -5 | 18

(37) O=C(CCNS(=O)(=O)c1ccccc1C(F)(F)F)N1CCN(C(c2ccccc2)c2ccccc2)CC1
(38) COc1ccc(NC(=O)Nc2cccc3c2O[C@H](CN(C)S(=O)(=O)c2ccc(Cl)cc2)[C@H](C)CN([C@H](C)CO)C3=O)cc1
(39) c1ccc(Cn2nnnc2C(c2cccs2)N2CCOCC2)cc1 (centres undefined)
(40) O=C(CC12CC3CC(CC(Br)(C3)C1)C2)Nc1nncs1
(41) Cc1ccc(S(=O)(=O)N2CCCC(C(=O)N(Cc3cccs3)C3CC3)C2)cc1 (centres undefined)
(42) O=C1/C(=C/C=C/c2ccco2)SC(=S)N1NS(=O)(=O)c1ccccc1
screen / no. | 37 | 38 | 39 | 40 | 41 | 42
PglD DTNB | -6 | 0 | 0 | 1 | -5 | 6
esBAF inh | 3 | 8 | -5 | 3 | 2 | .
RAD54 inh | -8 | 6 | 3 | -3 | -1 | 9
E-selectin induc | 0.3 | 1.2 | . | -0.2 | . | .
ERp5 block | -3 | 4 | . | 3 | . | 8
ARNT-TACC3 inh | . | -2 | -6 | -2 | 1 | .
CASP6 VEID inh | 4 | -3 | . | -1 | . | 79*
RAD52 inh | -13 | -10 | . | -14 | . | -148

(43) CCCCN(C(=O)CC(c1ccccc1)c1ccccc1)c1c(N)n(CCC)c(=O)[nH]c1=O
(44) CCn1c(C)[n+](Cc2ccccc2)c2ccc(Cl)cc21
(45) CCOc1ccc(N(CC(=O)NCC2CCCO2)S(=O)(=O)c2ccc(C)cc2)cc1 (centres undefined)
(46) COc1ccc(NS(=O)(=O)c2cc(NC(=O)c3cc(F)c(F)cc3Cl)ccc2N2CCOCC2)cc1
(47) O=C(Nc1cccc2ccccc12)c1ccc(F)cc1
(48) COc1ccc(-c2c(-c3ccsc3)oc(=O)c3cc(OC)c(OC)cc23)cn1
(49) CCN1CCCC1CNC(=O)CCc1nnc(CCC2CCCCC2)o1 (centres undefined)
(50) CN(C)CCCN(C(=O)c1ccc(N2C(=O)CCC2=O)cc1)c1nc2c(F)cccc2s1
screen / no. | 43 | 44 | 45 | 46 | 47 | 48 | 49 | 50
PglD DTNB | 5 | . | 2 | -2 | -4 | -1 | 1 | 2
esBAF inh | . | . | -4 | 1 | 35 | -7 | -2 | 4
RAD54 inh | 13 | . | -4 | 11 | 0 | 11 | -7 | 6
E-selectin induc | -1.5 | 0.5 | . | 3.0 | . | 23 | . | 0.4
ERp5 block | -1 | 1 | 3 | -1 | 1 | 2 | 2 | 0
ARNT-TACC3 inh | . | 1 | . | 25 | -2 | 1 | -1 | 5
CASP6 VEID inh | -1 | 0 | -2 | -9 | -2 | . | -12 | -8
RAD52 inh | -21 | -3 | -11 | -14 | -23 | -8 | -8 | 2
